# From PubChem
# ERK EGF inh = qHTS Assay for Inhibitors of the ERK Signaling Pathway using a Homogeneous Screening Assay; Stimulation with EGF; AID 1454, 2008; 130,000 tested, 0.41% active; HEK293-V1b, EGF-stimulated phospho-ERK AlphaScreen; Potency, µM (series often up to 11.5 µM), inactives show at the top dose activity change, negative = inhibition, usual class: inhibitors; active means well fitted inhibition curve with a large enough effect; inconclusive means small, poorly fitted or top-dose-only effect, or effect the other way;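 further: plate controls were stimulated vehicle wells for no effect and unstimulated vehicle basal for full effect; nearly all actives have a fitted effect of over 55% in size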
#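 HEK293 cells stably expressing V1b receptor, serum-reduced (1% FBS) overnight, pretreated 30 min with compound, then stimulated 5 min with 25 nM EGF; phospho-ERK detected by AlphaScreen SureFire. AC50 from Hill fits, normalized to DMSO and EGF.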
# * hit, by the source's call; ? = inconclusive; & = joins results of further samples; [ ] = another dose, or the depositor's remark. Potency means the concentration at half of the fitted maximal effect. Some of the compounds tested. The share of hits here may be higher or lower than overall.
structure | ERK EGF inh
COC(=O)C1C(O)CC[C@@H]2CN3CCc4c([nH]c5ccccc45)C3C[C@@H]12 (some centres not stated) | 24%&3%
O=C(O)c1cnn(-c2ccccc2)c1C(F)(F)F | 5%
CCOc1ccccc1/C=C(/NC(=O)c1ccccc1)C(=O)NCC(=O)O | 1%
Cc1ccc(-c2nnc(Nc3ccc(CC(N)=O)cc3)c3ccccc23)cc1S(=O)(=O)NCC1CCCO1 (configuration not stated) | 2%[57.5 µM]
CC12CCC(C(=O)N/N=C/c3ccc(O)cc3O)(OC1=O)C2(C)C (configuration not stated) | 10%[57.5 µM]
CCc1ccc(-c2csc(NC(=O)C3CC(=O)N(c4ccc5c(c4)OCCO5)C3)n2)cc1 (configuration not stated) | 6%
CN(C)S(=O)(=O)c1ccc(Cl)c(NC(=O)COC(=O)c2ccc3c(c2)NC(=O)CS3)c1 | -10%[57.5 µM]
COc1cccc2cc(C(=O)Nc3ccc(S(=O)(=O)NCC4CCCO4)cc3)c(=O)oc12 (configuration not stated) | -4%[57.5 µM]
Cc1cc(C)c(S(=O)(=O)n2c([N+](=O)[O-])cnc2C)c(C)c1 | 1%
Cc1ccccc1OCC(=O)NC(Cc1c[nH]c2ccccc12)C(=O)O (configuration not stated) | -4%
Cc1c(C=O)c2ccccn2c1C(=O)c1cccc([N+](=O)[O-])c1 | -4%
O=C(O)c1nc(-c2ccccc2)n(-c2cccc(C(F)(F)F)c2)n1 | -8%
O=C(Nc1nnc(-c2ccc(F)cc2)s1)C1CCN(S(=O)(=O)c2ccc(Cl)cc2)CC1 | -2%
CCN(CC)C(=S)Oc1c(Cl)cccc1Cl | -5%[57.5 µM]
C#CCOCCOCCOCCNc1nc(N2CCN(C(=O)[C@H](CCCCN)n3cc([C@@H](N)C(C)CC)nn3)CC2)nc(N2CCN(C(=O)[C@H](CCCCN)n3cc([C@@H](N)CO)nn3)CC2)n1 (some centres not stated) | -16%[57.5 µM]
C#CCNC(=O)C1=C[C@H](c2coc3ccccc3c2=O)C[C@H](OCCCCO)O1 | 1%[57.5 µM]
C[C@H]1C[C@@H]2[C@@H]([C@@H](O)C[C@@]3(C)[C@H]2CC[C@]3(O)C(=O)CO)[C@@]2(C)C=CC(=O)C=C12 | 11%[25.7 µM]
Cc1ccc(/C=C/C(=O)O)cc1S(=O)(=O)Nc1ccccc1C(=O)O | -10%
Cc1nc(-c2ccccn2)nc(SCC(=O)c2ccccc2)c1Cl | -10%[57.5 µM]
C=CCn1c(COc2cccc(C)c2)nnc1SCn1nnc2ccccc2c1=O | 2%

# Quoted from above for reference:
structure | ERK EGF inh
Cc1c(C=O)c2ccccn2c1C(=O)c1cccc([N+](=O)[O-])c1 | -4%
O=C(O)c1nc(-c2ccccc2)n(-c2cccc(C(F)(F)F)c2)n1 | -8%
O=C(Nc1nnc(-c2ccc(F)cc2)s1)C1CCN(S(=O)(=O)c2ccc(Cl)cc2)CC1 | -2%
CCN(CC)C(=S)Oc1c(Cl)cccc1Cl | -5%[57.5 µM]

# New compounds follow.
structure | ERK EGF inh
O=C(CNC(=O)c1ccccc1Br)N/N=C/c1ccc(O)cc1 | 22%
CC(O)CNCCCOc1cccc(Oc2ccccc2)c1 (configuration not stated) | -1%
Cc1ccc2cc(C#N)c(NCCNC(=S)NCCCN3CCOCC3)nc2c1 | ?
O=C(OCC(=O)N1CCN(C(=O)c2ccco2)CC1)c1ccccc1 | -1%
CC(C)c1nnc(SCC(=O)N2CCN(C(=O)c3ccco3)CC2)n1N | 4%
NS(=O)(=O)c1ccc(NC(=O)COC(=O)/C=C/c2ccc([N+](=O)[O-])cc2)cc1 | -9%
C/C(=N/NC(=O)CN1CCN(Cc2ccccc2Cl)CC1)c1ccco1 | -16%[57.5 µM]
CC1CN(CCCOc2ccccc2-c2ccccc2)CC(C)O1 (configuration not stated) | -8%
Cn1c(N)c(C(=O)COC(=O)c2ccc(Cl)c(S(=O)(=O)N3CCCCC3)c2)c(=O)n(C)c1=O | 17%
O=C(CSc1ccccc1F)NC1CCS(=O)(=O)C1 (configuration not stated) | 3%
COC(=O)c1cn(NC(=O)C2CCCO2)c(=O)c2ccccc12 (configuration not stated) | -19%
CC(/C=N/NC(=O)Cn1cnc2c1c(=O)n(C)c(=O)n2C)=C\c1ccco1 | 6%[57.5 µM]
CCCCCN1C(C)=CC(=C(C#N)C#N)C=C1C | 2%
CC1(C)Cc2c(C#N)c(N3CCN(C(=O)c4ccco4)CC3)nc(-c3ccco3)c2CS1 | 12%
COc1ccc(C(=O)COC(=O)/C=C/c2ccc(S(=O)(=O)Nc3cccc(S(N)(=O)=O)c3)cc2)cc1 | ?
c1ccc2c(c1)SCc1nnc(-c3ccncc3)n1-2 | 1%[57.5 µM]
CC(C)(C)c1cc(N/C=C\c2nnnn2-c2ccc(Br)cc2)no1 | 15%
COc1cccc(C2[C@H](C)C3(CCN2C)OCCO3)c1 (some centres not stated) | 12%
COc1ccc(Cc2[nH]n3c(=O)cc(C(C)C)nc3c2-c2ccccc2)cc1 | -6%
O=C(O)Cc1csc(-c2ccc(F)cc2)n1 | -5%
CCn1c(C)nc2cc(C(=O)N/N=C(\C)c3ccc(OC)cc3O)ccc21 | 0%
O=C(NC(=C(Cl)Cl)S(=O)(=O)c1ccc(Cl)cc1)c1ccccc1 | 5%[57.5 µM]
CCOC(=O)c1ccc(NS(=O)(=O)c2ccc3c(c2)oc(=O)n3C)cc1 | 1%
CC(=O)NCC(=O)N1CCCC(C(=O)c2ccc3c4c(cccc24)CC3)C1 (configuration not stated) | -12%
O=C(/C=C/c1ccc(Cl)cc1Cl)Nc1cccc(S(=O)(=O)NC2=NCCCCC2)c1 | -2%
O=C(NN1CCCCC1)c1ccc(COc2ccc(Cl)cc2)cc1 | -10%
CCNC(=O)CCSc1nc2cc(Cl)ccc2o1 | 0%
O=C(NCCN1C(=O)S/C(=C\c2ccccc2F)C1=O)C1CCN(S(=O)(=O)c2cccs2)CC1 | -11%
CSc1cccc(NC(N)=S)c1 | 9%[57.5 µM]
N#Cc1cn(OCc2ccccc2)c(=O)[nH]c1=O | 9%
Cc1c(C(=O)N2CC3(CC(c4cccc(NC(=O)CC(c5ccccc5)c5ccccc5)c4)=NO3)C[C@@H]2C(N)=O)cc([N+](=O)[O-])cc1[N+](=O)[O-] (some centres not stated) | 4%[57.5 µM]
COC(=O)CCCC1=CC2=CC(=O)C(C)(OC(=O)c3cccs3)C(=O)C2=CN1C1CC1 (configuration not stated) | 3%[57.5 µM]
COc1ccc(-c2nc(N)nc(C(F)(F)F)c2-c2cscn2)c(O)c1 | 0%[57.5 µM]
O=C(Nc1ccc(S(=O)(=O)N2CCOCC2)cc1)c1cccnc1 | 5%[57.5 µM]
CCOC(=O)N1CCC(NC(=O)c2ccc3c(c2)sc2nc(-c4cccc(OC)c4)cn23)CC1 | -4%
O=C(N/N=C\c1ccc(-c2cccc(Cl)c2)o1)C(=O)NC1CCCC1 | -4%
NC(=O)COC(=O)c1ccc(Cl)c(S(=O)(=O)N2CCN(c3ccc(F)cc3)CC2)c1 | -8%
COc1cccc(/C=N/NC(=O)C(=O)Nc2ccccc2OC(F)(F)C(F)F)c1 | 3%
Cc1ccccc1-n1cc(C(=O)c2cc(Cl)ccc2O)cc(C#N)c1=O | -1%
COc1ccc(NC(=O)N2CCC3(CC2)CCN(C(=O)c2cccn2C)CC3)cc1 | 10%

# (listing goes on)
SMILES	ERK EGF inh
COC(=O)C(C)Sc1nc2c(c(=O)n(C)c(=O)n2C)n1Cc1cccc(C)c1 (configuration not stated)	-1%
CCC(C)Nc1nc2c(c(=O)n(C)c(=O)n2C)n1Cc1ccc(Cl)cc1 (configuration not stated)	6%[57.5 µM]
Cc1cc(NC(=O)c2ccc(N3CCCC3)c([N+](=O)[O-])c2)no1	-3%
COc1ccc(-n2nc(C(=O)NCC(=O)NCC3COc4ccccc4O3)c3ccccc3c2=O)cc1 (configuration not stated)	6%
COc1ccc(-c2noc(CN(C)Cc3ccc(C)o3)n2)cc1	-1%
O=C(Cn1nc(C(=O)O)c2ccccc2c1=O)c1cc(F)ccc1F	25%[57.5 µM]
CCOC(=O)N1CCC(N2CCCC(C(=O)c3ccc4cc(OC)ccc4c3)C2)CC1 (configuration not stated)	2%
CC(C)n1nc(C(=O)OCn2nnc3ccccc3c2=O)c2ccccc2c1=O	-3%
CCCNC(=S)Nc1ccc(Cl)cc1C	-4%
CCOc1ccc(NC(=O)CSc2nc3c([nH]c4ccccc43)c(=O)n2C)cc1	-6%
COC(=O)c1sccc1NC(=O)CCC1CCCCC1	1%
COc1ccc2c(Cn3cnc4cc([N+](=O)[O-])ccc4c3=O)cc(=O)oc2c1	7%[57.5 µM]
COc1ccc(CNC(=O)CSc2cc(=O)n(C)c3ccccc23)cc1	-10%[57.5 µM]
COc1ccc(C2C(C(=O)N3CCN(c4ccccc4)CC3)c3ccccc3C(=O)N2C)cc1 (configuration not stated)	-1%
CCc1ccc(/C=N/NC(=O)c2cc(-c3cccc([N+](=O)[O-])c3)n[nH]2)cc1	-1%[57.5 µM]
COCCCN(CC(=O)Nc1ccc(N2CCOCC2)cc1)S(=O)(=O)c1ccc(C)cc1	7%
CCCc1cc(-c2nc(-c3ccc(Br)cc3)cs2)ccn1	-5%
CC(C)(C)NC(=O)NC(=O)Cn1ccsc1=N	-10%
Cc1cc(C)cc(NC(=S)NCc2ccc3[nH]c4c(c3c2)CCCC4)c1	-8%
O=c1oc2ccccc2cc1-c1cn2ccccc2n1	9%
O=C1CC(c2ccccc2)=NN1c1ccc([N+](=O)[O-])cc1	-2%
COc1ccc(OC)c(C(O)CNC(=O)CN)c1 (configuration not stated)	11%
COc1ccc(C(C)=O)cc1Cn1cnc2c(cnn2C)c1=O	-7%[57.5 µM]
O=C(Cn1c(=O)sc2ccccc21)Nc1ccc(O)cc1	-2%
CC(C)CSc1oc(-c2ccco2)nc1S(=O)(=O)c1ccccc1	1%[57.5 µM]
CC(=O)COc1ccc(-c2csnn2)cc1	6%[57.5 µM]
CC(C)n1c(CN2CCN(Cc3ccccc3)CC2)nc2ccccc21	-6%[57.5 µM]
CCN(CC)S(=O)(=O)c1ccc(/C=C/C(=O)Nc2ccc(F)c(F)c2F)cc1	-2%
Cc1occc1C(=O)N1CCCC(CCC(=O)NCc2ccc(F)c(F)c2)C1 (configuration not stated)	0%[57.5 µM]
CCN(CC)CCCN(C(=O)c1ccco1)c1nc(-c2ccc(C)cc2)cs1	3%

# Four of these compounds, set out differently:
smiles: O=C1CC(c2ccccc2)=NN1c1ccc([N+](=O)[O-])cc1
  ERK EGF inh: -2%
smiles: COc1ccc(OC)c(C(O)CNC(=O)CN)c1 (configuration not stated)
  ERK EGF inh: 11%
smiles: COc1ccc(C(C)=O)cc1Cn1cnc2c(cnn2C)c1=O
  ERK EGF inh: -7%[57.5 µM]
smiles: O=C(Cn1c(=O)sc2ccccc21)Nc1ccc(O)cc1
  ERK EGF inh: -2%

# Additional compounds follow.
SMILES	ERK EGF inh
Cc1ccccc1C(=O)Nn1cnc2ccccc2c1=O	5%
O=C1c2ccccc2C(=O)N1CC1=NCCc2ccccc21	1%
CN(CCc1ccccn1)C(=O)Nc1cc(Cl)cc(Cl)c1	5%[57.5 µM]
CCCC/C=C/C(NC(=O)OCc1ccccc1Cl)c1ccccc1 (configuration not stated)	4%
Cc1ccc2c(c1)sc(=NC(=O)c1cccs1)n2C	-2%
CCc1ccc(N2C(=O)CC(c3ccc(F)cc3)C3=C2COC3=O)cc1 (configuration not stated)	?
COc1ccc(S(=O)(=O)Nc2ccccc2C(=O)Nc2nc(-c3ccc(F)cc3)cs2)cc1OC	?
CCCCN(C(=O)c1ccc(OC(F)(F)F)cc1)c1c(N)n(CCC)c(=O)[nH]c1=O	-7%
O=C(CCNC(=O)c1ccco1)Nc1ccc(N2CCOCC2)cc1	6%
COc1cccc(-c2cc(C(=O)Nc3ccc([N+](=O)[O-])cn3)c3ccccc3n2)c1	-6%
Cc1ccc2cccc(OCC(=O)c3cc(C)n(Cc4ccco4)c3C)c2n1	-9%
C/C(=N/O)c1no[n+]([O-])c1/C(C)=N\O	-3%[57.5 µM]
COc1ccc(-c2nc(CN3CCN(c4ncccn4)CC3)c(C)o2)cc1C	4%
O=C(Nc1ccc(S(=O)(=O)Nc2ncccn2)cc1)c1nn(Cc2ccccc2)c(=O)c2ccccc12	-4%[57.5 µM]
Cc1ccc(C)c(N/N=C2\CCCNC2=O)c1	2%
COc1ccc(CCNC(=O)Cn2c(=O)n(CC3CCCO3)c(=O)c3ccccc32)cc1OC (configuration not stated)	-9%
CC(=O)N1CCC(=NNc2ncc(C(F)(F)F)cc2Cl)CC1	0%
O=C(Cc1cccc2ccccc12)Nc1nnc(-c2cccc([N+](=O)[O-])c2)s1	?
CC(C)NC(=O)N(Cc1ccc(Cl)cc1)Cc1cccs1	-1%[57.5 µM]
Cn1c(CNC2CCCCC2)nc2ccccc21	-7%
O=C(Oc1ccc(NC2=NS(=O)(=O)c3ccccc32)cc1)c1cccnc1	-2%
O=C(COc1ccccc1[N+](=O)[O-])N1CCC(Cc2ccccc2)CC1	6%
COc1nccnc1NS(=O)(=O)c1ccc(NC(=S)NC(=O)c2cccnc2)cc1	-1%[57.5 µM]
CCCSc1cc(Cl)nc(N)n1	27%[57.5 µM]
COc1ccc(C(=O)NNC2CC(=O)N(Cc3ccccc3)C2=O)cc1OC (configuration not stated)	1%
NC(=S)N/N=C/c1ccc(-c2ccc([N+](=O)[O-])cc2)o1	-1%
COc1ccc(C2CCCN2C(=S)Nc2cccc(Cl)c2C)cc1OC (configuration not stated)	3%
O=C1CN(C(=O)/C=C/c2ccc(Cl)cc2Cl)CCN1	2%
